Screening results (PubChem)
E coli Lon inh = inhibitors of E. coli Lon protease; purified E. coli Lon protease, fluorescence polarization; inhibition, % at 7.94 µM; 0.42% of 360,000 active; AID 602123; in the data active = inhibition above about 13%, passing the limit was not always enough;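 also: 0% = enzyme with probe and DMSO and 100% = no enzyme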
FAS-TE inh = FAS thioesterase (human) inhibition | 0.67% of 360,000 active | recombinant FAS-TE, OMFH fluorogenic substrate, fluorescence endpoint | inhibition, % at 15 µM | P49327;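 active = compounds whose normalised, plate-corrected inhibition of enzyme fluorescence in the single-dose primary screen is 50% or more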;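 also: 0% = DMSO with enzyme and 100% = substrate without enzyme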
CendR NRP1 mod = modulators of CendR peptide binding to human neuropilin-1 | AID 602438 | inhibition, % at 25 µM | O14786 | 0.85% of 360,000 active | FAM-RPARPAR peptide binding to NRP-1, fluorescence polarization;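 active = inhibition or corrected inhibition above about 18%, plus a signal ratio from 0.5 to 1.5, limit read from the data, passing the limit was not always enough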; also: strong numbers were not always called active
Tb MetRS inh = blocks T. brucei methionyl-tRNA synthetase activity. purified T. brucei MetRS, ATP depletion, Kinase-Glo luminescence. inhibition, % at 11.9 µM. 0.4% of 360,000 active. AID 624268;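 active = inhibition above a per-plate cutoff of the control wells' mean inhibition plus 3 SD, cut at about 5.5% in these data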;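 also: 0% = DMSO wells median and 100% = median of wells with control inhibitor compound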
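Dosing: 11.9 µM compound single dose, 0.9% DMSO; Assay system: purified T. brucei MetRS enzyme; Measured by: Kinase-Glo luciferase luminescence reporting remaining unconsumed ATP; Schedule: 15 min plus 2 h at 25 °C.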
MsrA inh = bovine MsrA inhibition. purified bovine MsrA, absorbance read-out. 0.75% of 360,000 active. inhibition, % at 15.5 µM; in the data active = inhibition above about 4.5%;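 also: 0% = vehicle wells with enzyme and 100% = reference inhibitor wells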
SKN-1 block = inhibitors of C. elegans SKN-1 | C. elegans VP596 Pgst-4::GFP/RFP ratio, acrylamide-induced, 24 h | inhibition, % at 21.8 µM | 0.49% of 360,000 active | AID 624304;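 active = interference check ratio from 0.5 to 1.5 plus GFP to RFP signal ratio inhibition reaching or exceeding a fixed threshold, cut at about 30% in these data, passing the limit was not always enough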; also: some compounds called inactive have numbers as strong as hits
MT1-MMP act inh = blocks activation of human MT1-MMP | P50281 | GFP/RFP ratio change, % at 20 µM | HT1080 RFP-PRO-GFP cells, GFP/RFP ratio fluorescence, overnight; percent of plate control window, DMSO zero | 0.061% of 360,000 active;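 active = GFP/RFP ratio change of at least 30% with cell ATP level not reduced by more than half and red fluorescence within 50% of control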; also: strong numbers were not always called active
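Assay system: HT1080 RFP-PRO-GFP cells | Dosing: 20 µM single dose, 1% DMSO | Incubation: Cells overnight before dosing, compound overnight, 37 °C, 5% CO2 | Evaluation: GFP/RFP fluorescence ratio | Control set: DMSO-only wells and HT1080 RFP-L50D-GFP cell wells as references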
MsrA act = bovine methionine sulfoxide reductase A activation; purified bovine MsrA, absorbance read-out; activation, % at 10.6 µM; 0.3% of 360,000 active; AID 602163; in the data active = activation above about 7.5%;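 also: 0% = vehicle and 100% = reference activator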
MLLE-PAM2 inh = inhibitors of microRNA-mediated deadenylation, human PABP1 MLLE binding; P11940; GST-MLLE / FITC-PAM2 fluorescence polarization; inhibition, % at 20 µM; 0.36% of 360,000 active; AID 588489; in the data active = inhibition above about 35%, passing the limit was not always enough;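 also: plate controls were DMSO wells with GST-MLLE for no effect and wells lacking GST-MLLE protein for full effect; some results filed as inactive read as strong as hits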
Target sequence (P11940 whole entry, looked up): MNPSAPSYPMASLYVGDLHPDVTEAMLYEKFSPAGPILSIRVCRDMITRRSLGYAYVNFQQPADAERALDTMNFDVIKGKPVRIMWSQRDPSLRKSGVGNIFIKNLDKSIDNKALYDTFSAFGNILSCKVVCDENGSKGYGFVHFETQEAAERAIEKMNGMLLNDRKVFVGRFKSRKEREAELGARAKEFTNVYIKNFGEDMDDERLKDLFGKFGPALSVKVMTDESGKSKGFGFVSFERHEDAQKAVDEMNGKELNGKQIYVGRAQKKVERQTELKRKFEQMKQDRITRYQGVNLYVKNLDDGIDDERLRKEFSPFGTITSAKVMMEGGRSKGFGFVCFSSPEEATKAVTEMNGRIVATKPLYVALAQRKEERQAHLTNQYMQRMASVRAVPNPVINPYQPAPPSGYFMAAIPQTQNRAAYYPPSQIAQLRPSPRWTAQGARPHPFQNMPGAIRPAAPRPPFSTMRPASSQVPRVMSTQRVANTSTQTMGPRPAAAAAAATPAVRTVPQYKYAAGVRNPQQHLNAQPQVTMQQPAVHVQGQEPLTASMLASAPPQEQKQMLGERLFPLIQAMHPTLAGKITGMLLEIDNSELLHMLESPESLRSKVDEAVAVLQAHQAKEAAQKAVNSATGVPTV
* = called active by the depositor; · = no result given.

| SMILES | E coli Lon inh | FAS-TE inh | CendR NRP1 mod | Tb MetRS inh | MsrA inh | SKN-1 block | MT1-MMP act inh | MsrA act | MLLE-PAM2 inh |
| --- | --- | --- | --- | --- | --- | --- | --- | --- | --- |
| COc1cc(C2C(C#N)=C(N)Oc3cc(C)oc(=O)c32)cc2c1OCO2 (stereo unspecified) | -7 | -2 | -25 | 0.5 | -0.2 | 15 | -10 | -3 | -21 |
| CC(C)CNC(=O)c1coc(=O)c(Br)c1 | 0 | -6 | 4 | 0.5 | 5.7* | 18 | 10 | -6 | -8 |
| CS(=O)(=O)N1c2ccccc2[C@@]2(Br)C[C@H]3C(=O)N[C@@H](Cc4ccccc4)C(=O)N3[C@@H]12 | -12 | 4 | 12 | -0.2 | 0.1 | 13 | 4 | 0 | -9 |
| C=CCNC(=O)c1cc(Cl)ccn1 | -7 | -2 | 8 | -1.4 | 0.1 | 6 | -1 | -10 | 9 |
| Cc1nnc(NC(=O)C(C)Sc2nnc(CNC(=O)c3ccccc3F)n2C)s1 (stereo unspecified) | -1 | -4 | 0 | -0.7 | 0.0 | -13 | 1 | -12 | 3 |
| O=C(CSc1nnc(-c2ccncc2)n1-c1ccccc1)NC1CC1 | 1 | -5 | 11 | -0.5 | -0.6 | 14 | -2 | -4 | 7 |
| CN(CC(=O)N1CCc2ccccc21)S(=O)(=O)c1ccc(Br)s1 | -1 | 21 | -10 | -1.1 | 1.3 | 24 | -2 | -2 | 2 |
| COc1cccc(/C=C2\CCC(C3CCCC3)C2=O)c1 (stereo unspecified) | -4 | 15 | -4 | -1.3 | 0.3 | -7 | 2 | -3 | 7 |
| C=CCNc1nnc(Cc2ccc(F)cc2)c(=O)[nH]1 | -6 | -7 | 3 | 0.7 | -0.3 | 4 | 5 | -1 | -19 |
| COc1ccc(N2CCN(C(CNC(=O)C(C)C)c3ccc4c(c3)OCO4)CC2)cc1 (stereo unspecified) | 2 | -4 | 4 | 0.6 | -1.1 | -5 | -2 | -3 | -6 |
| Cc1ccc2nc3c(nc2c1C)C(O)=C3O | 8 | -1 | -12 | 2.6 | 1.7 | 10 | 8 | -3 | 23 |
| Oc1cccc(C=NCc2ccccc2)c1 | -4 | -9 | 7 | 0.1 | 0.1 | 5 | 8 | -1 | -6 |
| CCOC(=O)C1CCCN(S(=O)(=O)CCNC(=O)c2cccc(OC)c2)C1 (stereo unspecified) | -16 | -13 | -14 | -0.5 | 0.8 | 6 | 1 | -2 | 6 |
| Cc1c(C(=O)NCCc2ccccc2)oc2ccccc12 | 3 | 10 | 0 | 0.2 | -0.5 | 5 | -5 | -5 | 5 |
| C=CCC(O)(CC=C)CNC(=O)c1ccc(OC)c(OC2CCN(C(C)=O)CC2)c1 | 7 | -6 | -2 | -0.9 | -0.1 | 1 | 0 | -2 | 8 |
| C/C(=N\NC(=S)Nc1cc(S(=O)(=O)N2CCOCC2)ccc1Cl)c1ccc(N2CCOCC2)cc1 | -5 | 42 | -24 | 0.4 | 2.5 | -4 | 0 | -2 | 10 |
| Cc1cc(C)c(CN2CCN(C(=O)Cn3ccc(NC(=O)OCc4ccccc4)nc3=O)CC2)c(C)c1 | -3 | -16 | 3 | -0.1 | 1.0 | 6 | 4 | -2 | 3 |
| Cc1nn(CC(=O)Nc2ccc3c(c2)nc(CCN2CCCCC2)n3C)c(=O)c2ccccc12 | -4 | -6 | 4 | -0.3 | 0.7 | -1 | -13 | 4 | 3 |
| Cc1cccc(CCNCc2c(C(=O)O)c(C)n(-c3ccccc3)c2C)c1 | -15 | -8 | -7 | -0.4 | -1.8 | -2 | -3 | -8 | -2 |
| COC(=O)C1(NC(=O)NC23CC4CC(CC(C4)C2)C3)CCCCC1 | -1 | -2 | 14 | -0.6 | -0.5 | 2 | 3 | -3 | 2 |
| O=C(c1cnc(Cl)c(Cl)c1)N1CCN(S(=O)(=O)c2cccs2)CC1 | -7 | -10 | -4 | -0.1 | -0.5 | -7 | -2 | -3 | -5 |
| COc1cccc(C(=O)N/N=C/c2ccc(OC3CSC3)cc2)c1 | -14 | 5 | 0 | -0.2 | 1.9 | 1 | 6 | -1 | 4 |
| CC1(C)N=C(N)NC(=NCCCOc2ccc([N+](=O)[O-])cc2)N1 | 3 | -3 | 15 | 0.5 | · | 8 | -1 | -7 | -5 |
| CC1CCCN(c2ccc(C(=O)Nc3ccc4c(c3)OCO4)cc2[N+](=O)[O-])C1 (stereo unspecified) | 2 | 16 | 9 | 0.1 | 4.2 | 11 | 8 | -3 | 2 |

4 entries picked at random from those above:
| SMILES | E coli Lon inh | FAS-TE inh | CendR NRP1 mod | Tb MetRS inh | MsrA inh | SKN-1 block | MT1-MMP act inh | MsrA act | MLLE-PAM2 inh |
| --- | --- | --- | --- | --- | --- | --- | --- | --- | --- |
| Cc1cccc(CCNCc2c(C(=O)O)c(C)n(-c3ccccc3)c2C)c1 | -15 | -8 | -7 | -0.4 | -1.8 | -2 | -3 | -8 | -2 |
| Cc1cc(C)c(CN2CCN(C(=O)Cn3ccc(NC(=O)OCc4ccccc4)nc3=O)CC2)c(C)c1 | -3 | -16 | 3 | -0.1 | 1.0 | 6 | 4 | -2 | 3 |
| CC1(C)N=C(N)NC(=NCCCOc2ccc([N+](=O)[O-])cc2)N1 | 3 | -3 | 15 | 0.5 | · | 8 | -1 | -7 | -5 |
| COC(=O)C1(NC(=O)NC23CC4CC(CC(C4)C2)C3)CCCCC1 | -1 | -2 | 14 | -0.6 | -0.5 | 2 | 3 | -3 | 2 |

Next entries follow.
| SMILES | E coli Lon inh | FAS-TE inh | CendR NRP1 mod | Tb MetRS inh | MsrA inh | SKN-1 block | MT1-MMP act inh | MsrA act | MLLE-PAM2 inh |
| --- | --- | --- | --- | --- | --- | --- | --- | --- | --- |
| Cn1[nH]c(C(F)(F)F)c(C=NCc2ccc(Cl)cc2)c1=O | 5 | -2 | -8 | 0.4 | -0.7 | -5 | 3 | -3 | -7 |
| CCOC(=O)c1cc(-c2ccccc2)nc2c(O)cccc12 | -4 | 32 | 2 | -0.4 | 0.8 | 13 | -2 | -8 | 9 |
| O=C(Nc1cccc(NC(=O)c2ccco2)c1)c1ccc2c(c1)OCO2 | 3 | -4 | 5 | 0.3 | 0.8 | -1 | 0 | -2 | 8 |
| COc1ccc(C(=O)N2CC=C(c3ccccc3)CC2)cc1S(=O)(=O)N1CCOCC1 | -3 | 0 | -4 | 0.3 | -1.0 | 13 | -6 | -2 | 2 |
| Cc1nc2c3ccccc3nc(NNC(=O)CCC(=O)N3CCN(c4ccc(F)cc4)CC3)n2n1 | 3 | 2 | 2 | -0.6 | -1.2 | -1 | 5 | -2 | -13 |
| CCc1cc2c(-c3ccccc3)cc(=O)oc2cc1OC(=O)c1cccs1 | -12 | 43 | 6 | -0.1 | 1.6 | 1 | -5 | 11* | -8 |
| CC1=CN2C(=N)/C(=C/c3ccc(Sc4ccc(C)cc4)o3)C(=O)N=C2S1 | -9 | 22 | -19 | -0.8 | 1.8 | 2 | 0 | -7 | -19 |
| CCOC(=O)Cc1csc(NC(=O)CSc2nc(=O)[nH]c3c2CCCC3)n1 | -9 | -3 | -7 | -0.3 | -0.8 | 4 | 8 | 0 | 4 |
| CC(C)NC(=O)N(C)C[C@H]1OCc2cnnn2CCCC(=O)N([C@@H](C)CO)C[C@H]1C | -3 | -9 | 2 | -0.8 | -0.1 | -5 | 0 | -3 | 11 |
| CCC(C)NS(=O)(=O)c1ccc(NC(=O)C2CCN(C(=O)c3ccco3)CC2)cc1 (stereo unspecified) | -4 | -1 | 1 | 0.1 | -1.4 | -7 | 4 | -1 | -2 |
| Cc1noc(C)c1C(=O)Nc1sc(C)c(-c2ccccc2)c1C#N | -6 | 6 | 8 | -0.7 | -0.9 | 6 | -6 | -2 | 16 |
| O=C(CN1C(=O)NC2(CCCCCC2)C1=O)NCCc1ccccc1 | -2 | -3 | 6 | -0.2 | -0.9 | 17 | -3 | 0 | -2 |
| CCc1nnc(NS(=O)(=O)c2ccc(NC(=O)c3ccco3)cc2)s1 | -6 | -11 | -2 | -0.7 | 1.1 | -1 | 1 | -11 | 14 |
| COc1cccc(N2C(=O)CC(c3c[nH]c4ccccc34)C2=O)c1 (stereo unspecified) | 0 | -6 | -5 | -0.2 | 0.8 | 14 | -5 | -1 | -7 |
| CCCCc1ccc(NC(=O)CSCc2cc(=O)[nH][nH]2)cc1 | 3 | -24 | 5 | -0.7 | 0.7 | 20 | 16 | -2 | -22 |
| COc1cc(/C=C/C(=O)OCC(=O)NCc2ccccc2OC)ccc1O | -5 | 2 | 13 | -0.6 | 2.0 | 14 | 1 | -9 | -3 |

One compound at a time, from the list above. Values in the order: E coli Lon inh	FAS-TE inh	CendR NRP1 mod	Tb MetRS inh	MsrA inh	SKN-1 block	MT1-MMP act inh	MsrA act	MLLE-PAM2 inh
COc1cccc(N2C(=O)CC(c3c[nH]c4ccccc34)C2=O)c1 (stereo unspecified) as listed: 0	-6	-5	-0.2	0.8	14	-5	-1	-7
O=C(CN1C(=O)NC2(CCCCCC2)C1=O)NCCc1ccccc1 as listed: -2	-3	6	-0.2	-0.9	17	-3	0	-2

Continued.
| SMILES | E coli Lon inh | FAS-TE inh | CendR NRP1 mod | Tb MetRS inh | MsrA inh | SKN-1 block | MT1-MMP act inh | MsrA act | MLLE-PAM2 inh |
| --- | --- | --- | --- | --- | --- | --- | --- | --- | --- |
| CC(=O)N(C(C)=O)c1nc2nc(C)cc(C)n2n1 | 10 | -4 | 10 | 0.8 | 0.6 | -13 | -1 | -9 | 2 |
| CCOc1ccc(OCCC(=O)N(CC)CC(=O)NCc2ccc(Cl)cc2)cc1 | -5 | 1 | 1 | -0.2 | 2.4 | 10 | -2 | -3 | -26 |
| CC1Cc2nc(SCC(=O)N3CCN(c4ccccc4)CC3)n(CCc3ccccc3)c(=O)c2S1 (stereo unspecified) | -3 | 27 | 2 | -0.3 | 1.8 | -2 | -7 | -3 | -57 |
| Cn1nc([N+](=O)[O-])nc1Oc1ccccc1C(=O)N1CCOCC1 | 1 | -2 | 3 | -0.9 | 1.3 | -3 | 1 | -6 | 5 |
| CC(C)N1CCc2c(sc(NC(=O)c3cc4cc([N+](=O)[O-])ccc4s3)c2C(N)=O)C1 | -85 | 12 | -33 | -0.1 | -0.2 | 12 | -56 | -3 | -121 |
| Cc1ccc(S(=O)(=O)N2CCN(C(=O)COC(=O)/C=C/c3ccc(OC(F)F)cc3)CC2)cc1 | -11 | 26 | 4 | -0.3 | -0.1 | -3 | 1 | -7 | -12 |
| CC(=O)Nc1ccc(S(=O)(=O)Nc2cc(-c3ccccc3)nn2C)cc1 | -5 | -6 | 2 | 0.1 | -0.2 | 8 | 0 | -1 | -17 |
| CN1CCN(C(=O)c2ccccc2NC(=O)c2ccccc2)CC1 | -3 | -4 | -3 | -0.2 | 0.6 | -1 | 0 | -2 | 12 |
| OC[C@@H]1CN(Cc2ccc(-c3ccccc3)cc2)C[C@H](n2cnc3c(NCc4ccco4)ncnc32)O1 | -3 | 11 | -8 | 0.1 | 0.0 | 8 | 15 | -8 | 3 |
| O=C1CCc2ccccc2O1 | -6 | -8 | 6 | 0.5 | -0.5 | 13 | 4 | -1 | -19 |
| Cc1cccc(C(=O)OCC(=O)NNC(=O)c2cccs2)c1O | -13 | -3 | -5 | -0.5 | 1.1 | -24 | 0 | -1 | 0 |
| CCOC(=O)CCSc1nc2c(c(C(F)(F)F)c1C#N)CCC2 | 6 | 71* | 15 | 0.0 | 0.3 | 17 | 1 | -2 | 3 |
| CC(=O)c1ccc(N2CCN(C(=O)c3cc(-c4ccncc4)nc4ccc(Cl)cc34)CC2)cc1 | 4 | 8 | -7 | -0.3 | -0.2 | -1 | 2 | -9 | -10 |
